Compound activity from PubChem BioAssay.
PglD DTNB – PglD (C. jejuni) enzyme inhibition; purified PglD enzyme, DTNB colorimetric CoA detection; inhibition, % at 12.5 µM; 360,000 tested, 0.098% active; in the data active = inhibition above about 16%, passing the limit was not always enough; inconclusive = no clear call, values can overlap the other calls; note: strong numbers were not always called active
S100A4 inh HTS – blocks human S100A4 binding to myosin IIA peptide; S100A4/TAMRA-MyoIIA peptide fluorescence polarization; 360,000 tested, 0.14% active; inhibition, % at 10.7 µM; AID 652163;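 active = mean inhibition of at least 70% across replicates, with every replicate also reaching that level; inconclusive = mean inhibition reaches 70% but some replicates fall short; inactive = mean inhibition below 70%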
Target sequence (P26447 whole entry, looked up): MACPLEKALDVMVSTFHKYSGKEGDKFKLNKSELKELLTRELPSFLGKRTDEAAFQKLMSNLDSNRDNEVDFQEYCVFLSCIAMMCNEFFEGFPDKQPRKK
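Test system: S100A4 monomer protein; Medium: HEPES pH 7.2 with CaCl2, KCl, NaCl, DTT, Triton; Probe or stimulus: TAMRA-labelled myosin IIA heavy-chain peptide probe, 5 nM; Doses: one dose per compound; Times: polarization read 5 min after assay mix addition, stable 5–60 min; Benchmarks: neutral control DMSO, positive control TFP.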
SIRT5 block – blocks human SIRT5 desuccinylation of peptide | Q9NXA8 | Purified SirT5, succinyl-peptide AMC, trypsin-coupled fluorescence | inhibition, % at 15 µM | 330,000 tested, 1.1% active | AID 652115; in the data active = inhibition above about 15%; inconclusive = no clear call, values can overlap the other calls
Target sequence (Q9NXA8 whole entry, looked up): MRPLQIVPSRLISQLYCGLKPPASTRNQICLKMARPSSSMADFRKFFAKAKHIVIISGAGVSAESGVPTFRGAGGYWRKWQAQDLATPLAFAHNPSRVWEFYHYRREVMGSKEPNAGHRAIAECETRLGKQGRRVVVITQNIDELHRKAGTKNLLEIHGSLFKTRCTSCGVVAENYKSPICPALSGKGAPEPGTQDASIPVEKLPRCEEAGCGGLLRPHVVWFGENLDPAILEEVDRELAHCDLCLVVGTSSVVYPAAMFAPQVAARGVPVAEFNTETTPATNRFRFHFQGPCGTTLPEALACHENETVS
E-sel inducer – E-selectin induction on HUVECs; P16581; HUVEC E-selectin immunofluorescence imaging; normalized: neutral wells 0, TNF-alpha wells 100; activation, % at 7.58 µM; 260,000 tested, 0.37% active;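 active = mean E-selectin-positive cell signal at least 10% of the positive control, reached in at least 60% of replicates, without over 20% cell loss; inconclusive = no rule given, readout overlaps actives, possibly toxicity-flagged; inactive = the rest, including those meeting only one limit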;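 note: in these data hits start at about 27%; measured in HUVEC primary endothelial cells; signal is the percent of cells scored E-selectin positive by PE staining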
Target sequence (P16581 whole entry, looked up): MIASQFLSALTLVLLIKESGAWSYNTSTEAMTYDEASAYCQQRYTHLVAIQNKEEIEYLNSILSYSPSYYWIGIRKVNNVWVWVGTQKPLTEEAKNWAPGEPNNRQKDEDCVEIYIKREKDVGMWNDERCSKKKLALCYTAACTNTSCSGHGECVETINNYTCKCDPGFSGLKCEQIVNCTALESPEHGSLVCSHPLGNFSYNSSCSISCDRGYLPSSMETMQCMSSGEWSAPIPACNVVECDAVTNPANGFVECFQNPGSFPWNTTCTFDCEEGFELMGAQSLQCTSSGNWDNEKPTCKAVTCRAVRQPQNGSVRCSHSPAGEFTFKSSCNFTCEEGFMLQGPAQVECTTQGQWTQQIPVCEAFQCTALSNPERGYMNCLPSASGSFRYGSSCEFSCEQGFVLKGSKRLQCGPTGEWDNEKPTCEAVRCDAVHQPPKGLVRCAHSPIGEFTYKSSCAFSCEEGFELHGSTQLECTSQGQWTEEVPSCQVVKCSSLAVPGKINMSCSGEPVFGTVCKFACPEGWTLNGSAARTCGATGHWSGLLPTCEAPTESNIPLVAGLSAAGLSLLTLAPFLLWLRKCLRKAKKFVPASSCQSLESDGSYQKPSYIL
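Test system: HUVEC | Signal: Immunofluorescence imaging | Read-out: Percent E-selectin-positive cells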
DENV2 CPE rescue – DENV2-induced cell death inhibition; CPE inhibition, % at 9.99 µM; 350,000 tested, 1.7% active; AID 651640; DENV2-infected cells, cytopathic effect rescue, plate reader; in the data active = CPE inhibition above about 20%, passing the limit was not always enough; inconclusive = no clear call, values can overlap the other calls; tested in BHK-21 cells;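 note: 0% = median of neutral control wells and 100% = median of positive control wells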
ERp5 inh – ERp5 (human) disulfide isomerase inhibition | Q15084 | ERp5 insulin aggregation, absorbance 650 nm, 90 min | inhibition, % at 9.99 µM | 350,000 tested, 0.05% active | AID 651711;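 active = mean replicate inhibition above about 25%, with every replicate also reaching it, limit read from the data, passing the limit was not always enough; inconclusive = only one of those two criteria met; inactive = neither criterion met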
Statin myotox sup – suppressors of simvastatin-induced myotoxicity in C2C12 myotubes; ATP luminescence, 48 h; scaled: DMSO 0, geranylgeraniol control 100; 330,000 tested, 0.78% active; rescue of ATP level, % at 7.49 µM; AID 602340;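 active = mean ATP rescue above about 67%, or every replicate alone reaching that limit, limit read from the data, passing the limit was not always enough; inconclusive = no clear call, values can overlap the other calls; inactive = mean under the limit and some replicate under it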;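 note: myotubes were challenged with 10 µM simvastatin during compound exposure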
An asterisk follows results filed as active; ? = inconclusive; nt = no result given. Not all compounds are listed; count on the stated rates, not on these rows.

SMILES	PglD DTNB	S100A4 inh HTS	SIRT5 block	E-sel inducer	DENV2 CPE rescue	ERp5 inh	Statin myotox sup
CCOC(=O)c1c(CSc2ccccc2)n(C)c2cc(Br)c(O)c(CN(C)C)c12	nt	-4.8	3.9	0.9	-3.3	5.0	-17.2
CCNC(=O)[C@@H]1[C@@H](CO)[C@@H]2Cn3c(ccc(-c4ccncc4)c3=O)[C@H]1N2Cc1ccccc1	-1.3	10.0	0.6	-0.4	-5.2	-8.3	-5.5
COc1ccc2ccccc2c1/C=N/NC(=O)c1cc(C)[nH]n1	-0.6	-3.7	-9.2	-0.1	5.5	2.9	-2.2
COc1ccc(S(=O)(=O)N2CCCC2CNC(=O)C(=O)Nc2cccc(F)c2)cc1 (centres undefined)	-1.8	-3.3	-0.9	0.5	-17.9	-0.2	9.9
COCCN(C(=O)CSc1nnc(-c2ccc(C)c(C)c2)o1)c1c(N)n(CC(C)C)c(=O)[nH]c1=O	-4.6	3.2	1.8	-0.1	7.9	1.9	-6.0
O=C(CCCn1nnnc1CN1CCOCC1)N1CCC(c2ccc(F)cc2)C1 (centres undefined)	-9.5	-2.7	-3.8	nt	-6.3	3.4	-1.9
COc1ccc(CC2(CO)CCN(S(=O)(=O)c3c(C)nn(C)c3Cl)CC2)cc1	nt	0.3	-2.0	-0.8	-1.1	4.8	nt
OCc1ccccc1-c1cnc2sc(NCc3ccc(F)cc3)nn12	-3.7	0.4	2.5	0.4	11.3	-6.9	41.2
Cc1noc(C)c1NC(=O)N(C)C[C@H]1Oc2ccc(NS(C)(=O)=O)cc2C(=O)N([C@@H](C)CO)C[C@H]1C	3.2	5.0	-2.6	nt	4.0	4.9	12.7
O=C(O)C[C@@H]1C[C@@H]2c3cc(NC(=O)NC4CCCCC4)ccc3O[C@@H]2[C@H](CO)O1	-2.3	-4.9	-5.7	-0.2	-4.9	1.5	0.0
COc1ccc(OC)c(C(=O)NC(CC(N)=O)c2ccc(NCc3ccc(F)c(F)c3)c([N+](=O)[O-])c2)c1 (centres undefined)	-4.2	0.2	2.1	-0.1	5.4	9.7	-0.9
COc1cc(C=C2C(=O)OC(C)(C)OC2=O)cc(Cl)c1OCC(=O)Nc1ccccc1	nt	-4.5	2.0	nt	?	-5.1	1.7
Cc1nc(-c2nc(-c3c(C(=O)NN)noc3C)cs2)cs1	5.1	-0.8	-2.8	nt	1.4	3.2	-2.0
O=C(Nc1cc(S(=O)(=O)N2CCOCC2)ccc1N1CCCC1)c1cc(F)c(F)cc1Cl	nt	-17.2	2.1	nt	0.1	-2.4	nt
C[C@@H]1CN([C@H](C)CO)C(=O)Cc2cc(NC(=O)C3CC3)ccc2O[C@H]1CN(C)Cc1ccncc1	0.4	5.2	-3.5	0.7	-7.2	0.4	-12.9

Some entries already given, limited to E-sel inducer and SIRT5 block.
SMILES	E-sel inducer	SIRT5 block
CCNC(=O)[C@@H]1[C@@H](CO)[C@@H]2Cn3c(ccc(-c4ccncc4)c3=O)[C@H]1N2Cc1ccccc1	-0.4	0.6
COc1ccc2ccccc2c1/C=N/NC(=O)c1cc(C)[nH]n1	-0.1	-9.2
COc1ccc(S(=O)(=O)N2CCCC2CNC(=O)C(=O)Nc2cccc(F)c2)cc1 (centres undefined)	0.5	-0.9

New compounds follow.
SMILES	PglD DTNB	S100A4 inh HTS	SIRT5 block	E-sel inducer	DENV2 CPE rescue	ERp5 inh	Statin myotox sup
CCC(=O)N[C@H]1CC[C@@H](CCNC(=O)Nc2ccc(C(F)(F)F)cc2)O[C@@H]1CO	1.2	5.3	0.8	-0.4	-4.0	-1.3	-21.7
COc1ccc(NC(=O)C2CCCN(S(=O)(=O)c3c(C)[nH]c(=O)[nH]c3=O)C2)cc1OC (centres undefined)	nt	3.0	-1.4	nt	-0.2	-2.2	nt
COc1ccc(CNS(=O)(=O)c2cc3c4c(c2)C(C)C(=O)N4CCC3)cc1 (centres undefined)	1.4	-1.8	-0.5	nt	-3.4	7.4	6.5
Cc1nnc(NC(=O)c2ccc(Br)o2)s1	-0.7	1.5	2.0	0.0	12.1	6.9	8.6
Clc1ccc(C2=NCCN2)cc1	nt	0.7	111.5*	0.2	nt	-1.4	nt
COCC(=O)N1CC2(C1)[C@H](c1ccc(-c3ccc(F)cc3)cc1)[C@@H](CO)N2C(C)=O	nt	-11.6	-5.2	-0.2	-8.0	-0.9	nt
C[C@@H]1CCCCO[C@@H](CN(C)C(=O)Nc2ccccc2)[C@@H](C)CN([C@H](C)CO)C(=O)c2cc(NS(C)(=O)=O)ccc2O1	-2.0	2.1	0.4	-0.1	-11.6	2.3	nt
COc1cccc(NC(=O)N2C[C@H](O)COC[C@H]3O[C@H](CC(=O)NC4CCCC4)CC[C@@H]32)c1	-0.3	0.7	-2.1	0.0	1.5	-1.0	-2.7
O=C(Nc1ccc(F)cc1)c1ccccc1F	nt	-3.7	-2.4	nt	3.8	1.8	11.1
CCn1nc(NC(=O)c2ccncc2)c2cc3cccc(C)c3nc21	0.2	0.5	-3.0	nt	8.7	0.4	-51.9
C[C@@H]1CN([C@H](C)CO)C(=O)c2cc(NC(=O)Nc3ccc4c(c3)OCO4)ccc2O[C@H]1CN(C)Cc1ccc(-c2ccccc2)cc1	1.2	-12.3	-5.8	-4.9	8.7	4.1	nt
O=C(Cc1ccncc1)NCC[C@@H]1CC[C@@H](NC(=O)C2CCC2)[C@H](CO)O1	10.3	23.2	-0.8	-0.1	19.5	-2.4	-7.4
CCC(C)C1C(C#N)=C(N)OC2=C1C(=O)CC(C)(C)C2 (centres undefined)	nt	-1.9	nt	-0.1	5.6	3.1	17.0
Cc1nnsc1-c1c(C(=O)N2CCOCC2)c(C)nn1-c1ccccc1	-2.7	-5.1	-4.3	nt	-5.2	-0.7	-0.6
O=C(C[C@@H]1CC[C@H](NC(=O)CCN2CCCCC2)[C@@H](CO)O1)NCc1ccc(Cl)c(Cl)c1	-4.0	-12.9	-1.0	-0.4	-1.5	5.8	-13.4
O=C(CSc1nnc(NC(=O)c2ccccc2[N+](=O)[O-])s1)NC1CCCC1	-0.8	8.7	-6.0	nt	?	9.2	-8.9
COc1cccc(CNS(=O)(=O)c2cc3c4c(c2)CCC(=O)N4CCC3)c1	nt	9.6	1.8	3.1	1.1	-3.4	-6.3
CSc1ccccc1OCc1cc(C(=O)NC(C)Cn2cncn2)no1 (centres undefined)	-0.2	0.1	0.0	-0.2	2.8	3.9	-8.4
Cc1cn(C2CC(O)C(CO)O2)c(=O)n(Cc2ccccc2)c1=O (centres undefined)	-1.5	0.1	-1.1	-0.2	-0.2	-5.0	1.3
CNCCCOc1ccc2c(c1)CCC2	-2.9	3.1	-2.3	15.2	4.3	2.3	5.0
CCCCc1c(O)nc(SCC(=O)c2ccccc2)n(-c2ccccc2OC)c1=O	4.6	29.7	2.0	nt	-3.4	1.8	nt
C[C@@H]1CCCCO[C@H](CN(C)Cc2ccncc2)[C@@H](C)CN([C@@H](C)CO)C(=O)c2cc(NC(=O)CCC(F)(F)F)ccc2O1	-0.1	0.4	0.3	-0.2	-0.2	-1.0	-4.0
C[C@H](CO)N1C[C@H](C)[C@H](CN(C)CC2CCCCC2)Oc2ccc(NC(=O)C3CCCCC3)cc2C1=O	3.0	-6.5	-0.5	nt	0.9	6.8	-19.1
COc1cccc(C(=O)N2CCn3c2nc2ccccc23)c1	-1.7	-6.2	-2.2	-0.5	-5.5	-1.5	13.4
CCn1c(-c2cc(-c3ccc(C)cc3)nc3ccccc23)n[nH]c1=S	-1.0	-3.5	2.6	-0.1	?	0.3	7.1
CCN1/C(=N\N)c2cccc3cccc1c23	nt	22.3	0.3	36.6*	?	0.1	nt
OCCC1CN(Cc2cccn2-c2cccnc2)CCN1Cc1ccc(F)cc1 (centres undefined)	-5.7	-0.3	0.8	-4.0	-8.7	-3.0	-1.1
CO[C@@H](CN(C)Cc1cc(F)ccc1F)[C@@H](C)CN([C@@H](C)CO)S(=O)(=O)c1ccc(C)cc1	-2.7	-2.3	-6.1	-0.1	-2.0	4.5	-5.6
COc1ccccc1C1CC(c2ccco2)=NN1S(C)(=O)=O (centres undefined)	nt	-13.4	-3.4	1.2	-4.9	2.8	nt
CSCCC(NC(=O)c1ccc(Cl)cc1)C(=O)OCC(=O)Nc1cc(Cl)ccc1C (centres undefined)	2.4	-1.3	0.2	-0.4	-4.8	-2.1	nt
CCOC(=O)C1CCCN(C(=O)Cn2nc(Cc3cccnc3)c3ccccc3c2=O)C1 (centres undefined)	-2.3	-3.6	4.3	nt	-1.2	0.3	1.4
Cc1cc(C)c2c(n1)SCC(=O)N2CC(=O)Nc1ccc(Br)c(C)c1	-4.6	-3.3	-4.8	nt	7.5	-0.8	22.6
Cn1cc(S(=O)(=O)NCc2ccc3c(c2)OCO3)c(C(F)(F)F)n1	6.8	-1.2	-0.8	-0.1	4.7	0.5	5.2
CCS(=O)(=O)N1CC(=O)N2[C@H](CO)[C@@H](c3ccc(-c4cccc(F)c4)cc3)[C@@H]2C1	nt	-15.6	-3.0	0.6	1.5	-0.6	nt
CCS(=O)(=O)Nc1ccc(C2=NN(S(=O)(=O)CC)C(c3cccs3)C2)cc1 (centres undefined)	4.4	-29.8	-13.3	-0.1	1.8	7.4	9.8
CO[C@@H]1CN(C)C(=O)c2ccc(NC(=O)C3CCCC3)cc2OC[C@@H](C)N(S(=O)(=O)c2ccc(Cl)cc2)C[C@H]1C	0.3	-23.9	nt	nt	-5.6	7.0	14.2
CCn1c(C)nnc1SCC(=O)Nc1ccc(C(C)=O)cc1	0.5	-3.1	-4.8	nt	5.7	-12.5	5.6
O=C(CN1C(=O)C2C3CCC(C3)C2C1=O)N1CCN(Cc2ccccc2)CC1 (centres undefined)	4.6	3.2	-2.1	0.1	2.1	3.4	-0.1
CCC(Cc1ccccc1)NC(=O)C1=C(C)C(=O)OC12CCC(C)CC2 (centres undefined)	-6.5	1.3	-1.8	-0.1	-5.4	-12.3	9.3
CC=Cc1ccc2n(c1=O)C[C@@H]1[C@@H](CO)[C@H](C(=O)Nc3ccccc3)[C@H]2N1C(=O)CC1CC1 (mixture of isomers)	2.8	4.1	-11.8	1.2	nt	-4.6	-11.4
C[C@@H]1CN([C@H](C)CO)S(=O)(=O)c2ccc(C#C[C@@H](C)O)cc2O[C@@H]1CN(C)CC1CCOCC1	1.5	2.8	2.3	0.3	-0.5	-3.8	-1.2
COc1cccc(CC(=O)Nc2ncc(C)s2)c1	8.0	4.2	nt	-0.1	10.4	9.8	13.3
O=C(CS(=O)(=O)c1cn(CC(=O)N2CCOCC2)c2ccccc12)Nc1ccccc1	nt	6.1	-2.2	0.7	-3.5	0.6	nt
COc1ccc(C(=O)Nc2cccc(-c3ccc4nncn4n3)c2)cc1OC	nt	-2.2	0.3	-0.1	-1.2	3.7	nt
CC(=O)N1CC[C@@H]2[C@H]1c1cc(-c3ccccc3)ccc1N[C@@H]2CO	0.1	14.6	-1.3	0.1	7.6	-2.3	-17.5
CC(C)(C)c1ccc(C(=O)CC(Sc2ccc(Cl)cc2)C(=O)O)cc1 (centres undefined)	nt	-5.9	1.1	nt	-5.6	7.1	nt
CC(=O)c1c(OC(=O)c2ccc(C)cc2)c2ccccc2n1C	nt	1.8	-1.4	nt	7.9	7.6	nt
COc1ccc(C(=O)N/C(=C/c2cccnc2)C(=O)NCc2ccco2)cc1OC	nt	6.8	-1.7	nt	0.2	9.5	nt
CCN(CC)c1nc(N)c([N+](=O)[O-])c(NCCO)n1	nt	-1.0	0.6	nt	-5.7	0.9	nt
